Source: PubChem BioAssay
PHOSPHO1 block – inhibitors of human PHOSPHO1 phosphatase | inhibition, % at 13.3 µM | recombinant PHOSPHO1, absorbance phosphatase assay | 290,000 compounds, 1.1% hits; in the data active means inhibition above about 60%
Target sequence (Q8TCT1 whole entry, looked up): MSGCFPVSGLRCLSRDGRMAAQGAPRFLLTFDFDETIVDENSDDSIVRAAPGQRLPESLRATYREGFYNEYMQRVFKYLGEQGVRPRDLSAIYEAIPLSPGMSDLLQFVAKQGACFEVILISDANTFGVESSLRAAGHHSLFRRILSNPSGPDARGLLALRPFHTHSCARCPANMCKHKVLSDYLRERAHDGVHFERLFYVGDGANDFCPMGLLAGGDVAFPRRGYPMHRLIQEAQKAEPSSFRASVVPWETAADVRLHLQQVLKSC
NALP1 yeast inh – blocks the NALP1 inflammasome reconstituted in yeast. AID 2071. S. cerevisiae NALP1/ASC/caspase-1 growth, X-gal OD620, 72 h. 280,000 compounds, 0.61% hits. inhibition, % at 10 µM; in the data active means inhibition mostly above about 24%, no sharp cut-off; inactive means mostly below about 32%; further: some compounds called inactive have numbers as strong as hits
GPR7 antagonist – blocks human GPR7 receptor signaling; GPR7-expressing cells, fluorescence antagonist assay; 290,000 compounds, 1.1% hits; inhibition, % at 4.4 µM; in the data active means inhibition above about 16%, passing the limit was not always enough;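 further: cells stimulated with the agonist NPW; 0% = agonist with vehicle and 100% = vehicle without agonist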
Target sequence (P48145 whole entry, looked up): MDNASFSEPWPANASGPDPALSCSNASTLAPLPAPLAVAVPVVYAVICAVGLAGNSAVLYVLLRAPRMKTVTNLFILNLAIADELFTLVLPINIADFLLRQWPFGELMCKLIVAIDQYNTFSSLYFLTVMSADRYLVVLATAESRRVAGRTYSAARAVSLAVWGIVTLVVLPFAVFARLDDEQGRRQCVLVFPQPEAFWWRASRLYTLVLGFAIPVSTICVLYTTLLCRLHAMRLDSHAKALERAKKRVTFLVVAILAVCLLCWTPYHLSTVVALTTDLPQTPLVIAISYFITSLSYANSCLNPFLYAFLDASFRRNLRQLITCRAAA
FID counter – fluorescent intercalator displacement, NS3 helicase counter-screen. 290,000 compounds, 0.17% hits. DNA fluorescent intercalator displacement, fluorescence. inhibition, % at 7.9 µM. AID 1845; in the data active means inhibition above about 37%;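 further: 0% = vehicle and 100% = reference compound; higher means more ethidium bromide displaced from hairpin DNA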
MEKK2mut PB1 HTS – signal of MEK5 binding to mutant human MEKK2 PB1 domain | bead flow cytometry, Alexa488-MEK5 binding to MEKK2 mutant | 290,000 compounds, 0.35% hits | percent response, % at 10 µM; in the data active means percent response above about 24%, passing the limit was not always enough; further: inactives centre near 1; some results filed as inactive read as strong as hits; reference of the scale not given here
MEKK2wt PB1 HTS – raises or lowers MEK5 binding to wildtype human MEKK2 PB1 domain; 290,000 compounds, 1.1% hits; bead flow cytometry, Alexa488-MEK5 binding to MEKK2 WT; actives lie on both sides; binding response (% of control), % at 10 µM; AID 1531; in the data active means binding response below about 67% or above about 130%
MEKK3 PB1 HTS – modulators (inhibitors or enhancers) of MEK5 binding to human MEKK3 PB1 domain; bead-based flow cytometry, Alexa488-MEK5 binding to MEKK3; actives lie on both sides; 0 = blocked by unlabeled MEK5, 100 = vehicle; binding response (% of control), % at 10 µM; 290,000 compounds, 1.4% hits; AID 1529;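 active means binding response more than 3 SD above or below the average of its plate-row segment, actives on both sides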;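 further: Alexa488 bead fluorescence after subtracting the streptavidin-only scavenger bead signal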
M18AAP inhibitor – blocks P. falciparum M18 aspartyl aminopeptidase; 290,000 compounds, 1.2% hits; AID 1822; recombinant PfM18AAP, H-Glu-NHMec fluorogenic cleavage; inhibition, % at 7.35 µM;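 active means inhibition above the campaign mean inhibition over all tested compounds plus 3 SD, cut at about 28% in these data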;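 further: 0% = plate median of test compound wells and 100% = 2 mM ZnCl2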
OXTR agonist – agonists of human oxytocin receptor | P30559 | CHO-OTR cells, Fluo-8 calcium fluorescence; normalized: DMSO 0%, oxytocin 100% | activation, % at 3 µM | 320,000 compounds, 0.32% hits | AID 2435;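 active means activation above the mean of all tested compounds plus 3 SD, cutoff set per screening run, cut at about 20% in these data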;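 further: peak over basal fluorescence ratio from a 100 s FLIPR kinetic read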
Target sequence (P30559 whole entry, looked up): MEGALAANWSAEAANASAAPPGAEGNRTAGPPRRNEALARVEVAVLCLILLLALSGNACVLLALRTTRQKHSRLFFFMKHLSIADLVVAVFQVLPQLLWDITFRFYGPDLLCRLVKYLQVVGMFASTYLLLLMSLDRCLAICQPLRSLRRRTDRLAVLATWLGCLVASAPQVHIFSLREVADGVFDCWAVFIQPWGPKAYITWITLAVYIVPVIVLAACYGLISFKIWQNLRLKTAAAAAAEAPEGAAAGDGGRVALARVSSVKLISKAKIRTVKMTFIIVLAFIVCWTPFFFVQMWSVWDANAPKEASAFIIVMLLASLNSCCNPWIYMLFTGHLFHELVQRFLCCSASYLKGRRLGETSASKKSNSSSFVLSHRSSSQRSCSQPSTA
An asterisk follows results filed as active; . = not tested or not shown; [ ] = dose if it differs, or a comment.

SMILES	PHOSPHO1 block	NALP1 yeast inh	GPR7 antagonist	FID counter	MEKK2mut PB1 HTS	MEKK2wt PB1 HTS	MEKK3 PB1 HTS	M18AAP inhibitor	OXTR agonist
CC(C)c1cc(C(=O)O)n(-c2ccccc2)n1	0	-5	-2	1	-3	91	96	4	0.0
CN(c1ccc(OCc2nnc(-c3ccccc3)o2)cc1)S(=O)(=O)c1ccccc1	-40	2	-7	-29	3	100	103	2	3.8
COCCC1CCCCN1C(=O)c1cccc(OC2CCN(S(C)(=O)=O)CC2)c1 (stereo unspecified)	-6	9	-4	-42	-2	102	100	1	.
COc1ccccc1N1CCN(C(=O)CN2C(=O)c3cccc4cccc(c34)C2=O)CC1	23	26	-11	3	1	104	102	0	4.3
Cc1cc(NC(=O)CCC(=O)N(c2ccccc2C)C(C(=O)NC2CCCC2)c2ccccc2)no1 (stereo unspecified)	15	17	-5	-51	-3	99	103	1	-0.8
CCC(C)(C)n1nnnc1C(c1ccc(C)cc1)N1CCN(Cc2ccc3c(c2)OCO3)CC1 (stereo unspecified)	-8	-56	-5	1	9	104	96	2	-1.7
Cc1cc(C(=O)NNS(=O)(=O)c2ccccc2C(F)(F)F)nn1C(C)(C)C	42	7	-6	-13	4	98	102	4	-0.2
COc1ccccc1CNC(=O)C1CC(=O)N(C2CCCC2)C1 (stereo unspecified)	10	6	-9	-2	1	101	100	-1	-0.6
Cc1ccccc1CNC(=O)c1ccc2nc(N3CCOCC3)sc2c1	20	23	4	-46	3	106	104	3	0.4
O=C(CSc1ccc([N+](=O)[O-])cn1)Nc1nccs1	12	30	-5	-2	2	98	100	6	-0.1
O=C(CCN1CCN(C/C=C/c2ccccc2)CC1)Nc1ccccc1F	10	28	-8	2	-1	97	97	-6	-0.8
COc1cccc(OC)c1C(=O)NC(=S)Nc1ccc(N2CCOCC2)c(Cl)c1	39	4	-7	-3	1	100	106	-4	-0.8
CCOC(=O)c1c(C)oc(NC(=O)CCl)c1C(=O)OCC	-1	-17	-5	-8	0	94	94	10	-0.6
O=C(N/N=C/c1ccc(O)cc1)c1cccc(C(F)(F)F)c1	-4	-27	-13	-7	-1	108	112	8	-2.2
O=C(C[n+]1cc(Br)cc(Br)c1)c1cccc([N+](=O)[O-])c1	38	-8	-12	7	-2	98	92	19	-0.5
CCc1ccccc1NC(=O)Cn1nnc(-c2cccnc2)n1	-18	-7	-3	-5	-8	93	94	3	2.5
COc1ccc(C(=O)/C=C2/Sc3cc4c(cc3N2C)OCO4)cc1	-7	33	-2	-25	24	114	101	40*	-0.9
Cc1cc([N+](=O)[O-])nn1CC(=O)N1CCCc2ccccc21	3	23	-10	-1	-1	101	97	-19	-0.7
Cc1ccc(NC(=O)CSc2nnc(-c3cccs3)n2Cc2ccco2)cc1	20	11	-2	-24	2	96	96	-2	-1.0
CN(C)c1ccc(/C=c2\sc3nc(-c4ccccc4)nn3c2=O)cc1	6	-1	-12	5	.	.	.	-1	.

Four of the compounds above, with bars between the fields.
smiles | PHOSPHO1 block | NALP1 yeast inh | GPR7 antagonist | FID counter | MEKK2mut PB1 HTS | MEKK2wt PB1 HTS | MEKK3 PB1 HTS | M18AAP inhibitor | OXTR agonist
CCc1ccccc1NC(=O)Cn1nnc(-c2cccnc2)n1 | -18 | -7 | -3 | -5 | -8 | 93 | 94 | 3 | 2.5
Cc1cc(NC(=O)CCC(=O)N(c2ccccc2C)C(C(=O)NC2CCCC2)c2ccccc2)no1 (stereo unspecified) | 15 | 17 | -5 | -51 | -3 | 99 | 103 | 1 | -0.8
O=C(CCN1CCN(C/C=C/c2ccccc2)CC1)Nc1ccccc1F | 10 | 28 | -8 | 2 | -1 | 97 | 97 | -6 | -0.8
O=C(CSc1ccc([N+](=O)[O-])cn1)Nc1nccs1 | 12 | 30 | -5 | -2 | 2 | 98 | 100 | 6 | -0.1

The list continues:
SMILES	PHOSPHO1 block	NALP1 yeast inh	GPR7 antagonist	FID counter	MEKK2mut PB1 HTS	MEKK2wt PB1 HTS	MEKK3 PB1 HTS	M18AAP inhibitor	OXTR agonist
COc1ccc(/C=C2/SC(=O)N(CCCCCC(=O)Nc3ccccc3C(=O)O)C2=S)cc1	34	1	-5	-17	-1	93	100	-4	-0.6
N#Cc1nc(-c2ccc(F)cc2)oc1NCCN1CCOCC1	18	22	-6	-2	10	102	104	5	-0.2
Cc1c(Cl)cccc1NC(=S)NN	-44	-20	-14	-7	2	101	101	14	0.6
Cc1ccc(CNC(=O)[C@@H](NC(=O)Cc2ccccc2)C(C)C)cc1	11	12	-16	-29	4	102	101	6	-1.4
CCOC(=O)C1CSc2[nH]c(=O)sc2C1c1ccccc1 (stereo unspecified)	93*	-11	-1	-23	7	113	110	-17	-0.9
C=CCn1c(SCC(N)=O)nnc1-c1cccc(Br)c1	3	-6	-6	-6	-7	100	91	0	-0.6
O=C(C[n+]1cccc2ccccc21)c1ccccc1	5	28	-4	11	-4	93	98	4	0.3
O=C(/C=C/c1cn(CC(O)CN2CCCCCC2)c2ccccc12)c1cccs1 (stereo unspecified)	-30	19	2	8	4	124	111	2	6.2
CCn1cc(C(=O)OCC(=O)Nc2cccc(C)c2)c(=O)c2ccc(C)nc21	23	6	-6	-7	1	104	100	3	-1.1
CC(=O)N(C(C)=O)c1nc(-c2ccccc2)cn1/N=C/c1cccc([N+](=O)[O-])c1	33	12	-8	-11	16	104	114	-10	-2.8
O=C(c1cnn(-c2ccc(Cl)cc2)c1)c1ccccc1O	-29	7	-12	-1	-1	106	129*	-1	0.7
Cc1cccc(C)c1OCc1nnc(NC(=O)CSc2ccc(Cl)cc2)s1	-18	4	0	0	-1	104	102	3	-2.2
COc1cccc(NS(=O)(=O)c2c(C(=O)N3CCCCCC3)c(C)n(C)c2C)c1	7	-6	10	-36	-7	98	96	-2	-0.4
CC(C)c1nc2scc(-c3ccc(Cl)cc3)c2c(=O)n1N	24	26	-26	-14	1	92	102	1	6.9
CCCNC(=O)C1CC(=O)N(c2ccc(OCc3ccc(Cl)cc3)cc2)C1 (stereo unspecified)	3	8	-13	-33	1	100	99	2	14
CC(C)C(=O)NNC(=O)CSc1nnc(-c2ccccc2)c(-c2ccccc2)n1	.	-1	-12	-20	3	104	102	5	-0.2
CC(C)CCNC(=O)C(c1ccco1)N(Cc1ccc(F)cc1)C(=O)c1snc(C(N)=O)c1N (stereo unspecified)	-7	23	-9	-21	4	101	99	6	-0.2
CNC(=S)Nc1ccc(C)c(NC(=S)NC)c1	17	12	1	-4	-1	99	92	5	-0.1
CCOC(=O)C1(CC)NC(c2ccc(N(C)C)cc2)C2C(=O)N(C)C(=O)C21 (stereo unspecified)	-18	-10	0	-1	0	104	99	-3	-0.3
Clc1ccc2c(c1)CNc1c(ncnc1N1CCOCC1)O2	10	16	-5	-10	11	106	102	5	-1.1
CCOc1ccccc1C1N=C(c2ccc(OC)cc2)CC(c2ccccc2O)N1 (stereo unspecified)	-4	2	0	-6	5	108	106	5	0.0
CCOC(=O)c1cc2c(ccn2C)n1CC(=O)N(CC)CC	37	17	-9	-20	-4	96	103	11	-0.1
COc1ccccc1/C=C(\C)C(=O)c1c(C)cc(C)[nH]c1=O	7	6	-10	-19	7	109	101	3	0.9
CCOC(=O)c1sc(NC(=O)CN2C(=O)c3cccc4cccc(c34)C2=O)nc1C	3	-3	-9	1	-2	95	97	3	1.3
Cc1cc(C)c(NC(=O)CSc2nnc(Cc3cccn3C)n2-c2ccc(F)cc2)c(C)c1	24	1	12	-36	13	108	105	2	-0.7
Cc1cc(C)nc(OC(C(=O)O)C(OCc2ccccc2)(c2ccccc2)c2ccccc2)n1 (stereo unspecified)	14	5	-10	-35	0	99	102	0	-0.9
COC(=O)c1cc(CSc2nc3ccc(C)cc3[nH]2)oc1C	12	0	2	-8	-13	84	82	-15	2.7
CC1Cc2ccccc2N1C(=O)CN1C(=O)C(=O)N(Cc2ccccc2)C1=O (stereo unspecified)	4	-6	-5	-10	-7	106	103	2	-2.2
Cc1ccc(C(=O)N/C(=C\c2cccs2)C(=O)N2CCN(C)CC2)cc1C	28	4	-10	2	7	110	104	2	0.0
Cc1cccc(NC(=S)N2CCN(C(=O)C3CCCO3)CC2)c1 (stereo unspecified)	-14	18	-9	2	-3	94	92	-5	-0.5
CC(NC(=O)c1ccc(Cl)cc1Cl)C(c1ccccc1)N1CCOCC1 (stereo unspecified)	6	-5	-3	-21	1	111	114	-9	-1.8
CCC1(CC)C(=O)C2=C3C1[C@H](C(=O)OC)CC(C(=O)OC)C[C@H]3[C@H]1C(=O)N(c3ccccc3)C(=O)[C@H]1[C@H]2C (stereo partly specified)	.	.	.	.	-9	75	57*[inhibitor]	.	0.9
C/C(=N\O)C(=O)C(CN1CCCCC1)CN1CCCCC1	-6	7	7	-4	4	103	103	-1	0.3
COc1ccc(-c2nn(-c3ccccc3C)cc2CNC(C)Cn2cncn2)cc1F (stereo unspecified)	37	-14	3	7	-7	100	100	-7	1.1
COc1ccc2cc(C(=O)NCc3ccccc3)[nH]c2c1	23	4	-4	-11	4	98	101	0	.
CSc1ccccc1NC(=O)Cc1ccccc1[N+](=O)[O-]	40	-24	-13	1	8	104	105	-5	-1.2
FC(F)(F)c1cccc(OCc2nnc3n2CCC3)c1	40	22	-6	-3	1	98	104	3	-0.2
CCCSc1nc(C)c(CC(=O)OCC)c(=O)[nH]1	-37	20	-4	-5	2	105	101	2	-0.7
CC1(C)C(c2ccccc2)=NC(c2ccc(Br)cc2)N1O (stereo unspecified)	22	12	-7	1	-4	92	90	-1	-0.5
CC(C)C(=O)Nc1ccc(-c2nnc(-c3ccccc3)o2)cc1	14	25	-10	-29	1	99	98	-1	.
Cc1cc(NC(=O)Nc2c[nH]c(=O)[nH]c2=O)ccc1Br	33	-110	-13	0	7	105	103	-9	0.1
CC(C)n1c(NCCO)nc2ccccc21	37	3	-6	0	-13	85	98	-12	-0.2
CC(=O)Nc1cccc(NC(=O)COC(=O)C2CC3CCCC(C2)C3=O)c1 (stereo unspecified)	4	9	-4	-13	2	106	101	-4	-0.3
CSc1ccc(CN(C)C(=O)c2cc(Cl)c3c(c2)OCCO3)cc1	-4	2	9	-24	1	96	99	4	-0.4
N#CC(C#N)=C1C=C2C=C(N3CCCCCC3)CCC2CC1 (stereo unspecified)	-21	36	72*	-8	-12	87	99	15	.
CCN(CC)S(=O)(=O)c1ccc(Cl)c(C(=O)OC)c1	20	.	-5	-4	8	116	110	-4	-0.3
O=C(NC1CCCC1)C1CCC(CNS(=O)(=O)c2cccs2)CC1 (stereo unspecified)	10	22	-9	-13	-3	87	88	0	-0.3
CC(=O)NC(=S)c1c(N)n(Cc2ccccc2)c(=O)n(C)c1=O	-42	1	21*	1	-4	91	91	-4	-0.2
O=C(NC(=S)Nc1ccc2[nH]c(=O)[nH]c2c1)c1cc(Br)ccc1Cl	10	12	-1	-5	-4	95	97	-7	0.8
COc1ccc(Cl)cc1C(=O)Nc1ccccc1N1CCCCC1	28	34	-17	-4	-4	99	106	-10	-1.0
CC(C)Oc1ccc(CCN=C(N)N=C(N)N)cc1Cl	53	-4	0	10	-15	60	52	-12	0.3
N#CC(C#N)=NNc1ccc([N+](=O)[O-])cc1	13	.	-12	3	1	96	100	6	4.8
COc1ccc(C(=O)NCc2cccnc2)cc1Br	13	28	-1	-6	6	114	116	-8	1.8
O=c1[nH]c(NC2CCCCC2)nnc1Cc1ccccc1	14	-20	0	-13	1	95	98	0	0.8
COC(=O)c1sccc1NC(=O)c1ccc(Cl)cc1	22	16	8	-6	-3	101	101	-5	-0.5
COC(=O)CSc1nc2cc(OC)ccc2cc1C#N	18	-23	-3	-3	-1	98	98	-15	-1.0
Cc1ccc(N2C(=O)CS/C2=N\C(=S)Nc2ccccc2)cc1	8	.	2	-8	-30	69	61	-11	-0.3
